Efflux pump inh = inhibitors of Candida efflux pumps in yeast, primary screen, S. cerevisiae, Nile Red, multiplex; inhibition, % at 10 µM; S. cerevisiae Candida pump triplex; actives 0.44% (n = 330,000); AID 485275, 2010;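 active means plate passing quality check with inhibition over a set limit, or well fluorescence over plate mean plus 4 SD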;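 further: Nile Red retained in pooled yeast measured as flow cytometry median fluorescence; 0% = buffer negative control and 100% = Enniatin B positive control; higher means more Nile Red kept so more efflux inhibition; some compounds called inactive have numbers as strong as hits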
MCL1 BIM primary = inhibitors of MCL1 binding to BIM-BH3, primary screen, biochemical, fluorescence polarization; Induced myeloid leukemia cell differentiation protein Mcl-1 (Homo sapiens), Q07820; GST-MCL1 / FITC-Bim-BH3 fluorescence polarization; inhibition, % at 10.9 µM; actives 0.68% (n = 320,000); AID 2057, 2009;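 active means inhibition above the mean inhibition of all tested compounds plus 3 SD, set per campaign, cut at about 40% in these data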;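 further: 0% = DMSO wells and 100% = unlabeled Bim-BH3 peptide control; higher means more loss of mP so more displacement of Bim peptide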
VLA-4 inh = inhibition in human VLA-4 binding assay, primary screen, VLA-4 allosteric modulator project, MLPCN library, flow cytometry, VLA-4 expressing cells | inhibition, % (about 7 µM as worked out from the volumes in the protocol) | ligand binding flow cytometry | actives 0.2% (n = 330,000); in the data active means inhibition above about 50%
Target sequence (P13612 whole entry, looked up): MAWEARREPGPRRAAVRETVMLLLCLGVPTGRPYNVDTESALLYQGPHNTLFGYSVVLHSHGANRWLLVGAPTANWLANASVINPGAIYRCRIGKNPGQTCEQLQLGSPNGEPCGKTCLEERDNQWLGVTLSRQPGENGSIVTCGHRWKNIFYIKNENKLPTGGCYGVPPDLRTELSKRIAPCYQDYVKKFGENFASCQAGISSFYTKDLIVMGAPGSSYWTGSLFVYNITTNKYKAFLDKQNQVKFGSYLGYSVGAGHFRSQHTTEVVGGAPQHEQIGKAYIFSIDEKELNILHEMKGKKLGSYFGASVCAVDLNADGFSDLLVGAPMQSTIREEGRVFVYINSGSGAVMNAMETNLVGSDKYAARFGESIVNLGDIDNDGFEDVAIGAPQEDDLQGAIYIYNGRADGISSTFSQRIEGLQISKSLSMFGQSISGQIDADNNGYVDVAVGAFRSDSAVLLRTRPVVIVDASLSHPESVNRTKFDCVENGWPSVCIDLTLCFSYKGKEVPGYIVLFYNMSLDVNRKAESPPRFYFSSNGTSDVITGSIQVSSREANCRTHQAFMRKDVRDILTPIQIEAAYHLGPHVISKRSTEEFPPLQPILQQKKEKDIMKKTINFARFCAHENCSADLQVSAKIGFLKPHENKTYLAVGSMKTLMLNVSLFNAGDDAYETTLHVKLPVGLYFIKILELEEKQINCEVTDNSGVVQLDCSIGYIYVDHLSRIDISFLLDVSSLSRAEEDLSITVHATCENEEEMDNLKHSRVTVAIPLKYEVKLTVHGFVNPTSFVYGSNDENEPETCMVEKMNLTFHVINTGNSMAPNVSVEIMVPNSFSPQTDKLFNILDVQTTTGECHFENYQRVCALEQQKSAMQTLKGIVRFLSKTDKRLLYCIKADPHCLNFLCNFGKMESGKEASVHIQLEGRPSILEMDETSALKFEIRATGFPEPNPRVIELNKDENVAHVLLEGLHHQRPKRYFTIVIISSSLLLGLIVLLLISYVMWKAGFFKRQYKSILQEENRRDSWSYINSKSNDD
MEX-5 binding = MEX-5 zinc finger RNA-binding disruptors – biochemical, C. elegans, fluorescence polarization, MLPCN library, primary screen; MEX-5/FITC-TCR2 RNA binding; hits give low values; activity score (negative = inhibition of binding), % at 10 µM; actives 0.38% (n = 300,000); AID 1832, 2009;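 active means inhibition past about -25% in most replicates, and total fluorescence under double the plate's negative control median, limit read from the data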;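 further: 0% = DMSO and -100% = 5 µM competing unlabeled TCR2 RNA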
BCLXL inh = inhibitors of human Bcl-xL, primary screen, biochemical, fluorescence polarization, HTS | GST-Bcl-xL / FITC-Bim BH3 peptide fluorescence polarization | AID 2129, 2009 | Bcl-2-like protein 1 (Homo sapiens), Q07817 | actives 0.7% (n = 320,000) | inhibition, % at 10.9 µM;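 active means inhibition above the mean of all tested compounds plus 3 SD, cutoff set per campaign, cut at about 30% in these data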;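 further: 0% = DMSO wells and 100% = unlabeled Bim-BH3 peptide competitor; inhibitors lower millipolarization by displacing the labeled peptide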
Fam108B inh = mouse Fam108B serine hydrolase inhibitors, primary screen, counter-screen for RBBP9 inhibitor project, biochemical, fluorescence polarization | recombinant Fam108B, FP-Rh probe fluorescence polarization | inhibition, % at 9.51 µM | actives 0.33% (n = 300,000) | AID 1947, 2009;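 active means inhibition above the screen mean inhibition plus 3 SD, computed separately per campaign, cut at about 18% in these data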;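 further: inhibitors lower polarization as less probe binds the enzyme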
GLD-1 TGE inh = GLD-1/TGE RNA complex disruptors, primary screen, biochemical, fluorescence polarization; inhibition, % at 5.96 µM; actives 0.44% (n = 320,000); purified GLD-1 + fluorescein TGE RNA; Female germline-specific tumor suppressor gld-1 (Caenorhabditis elegans), Q17339;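 active means percent inhibition above a per-plate cutoff, the plate mean of test compounds plus 3 SD, cut at about 30% in these data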;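 further: 0% = DMSO wells with GLD-1 and probe and 100% = wells lacking GLD-1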
PME-1 inh = PME-1 inhibitors via competitive probe labeling, primary screen, biochemical, fluorescence polarization, FP-Rh probe, HTS; Protein phosphatase methylesterase 1 (Homo sapiens), Q9Y570; recombinant PME-1; inhibition, % at 5.9 µM; actives 0.53% (n = 320,000); AID 2130, 2009;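 active means inhibition above the campaign mean of all compounds plus 3 SD, cut at about 26% in these data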;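 further: competitive labeling of PME-1 active site by serine hydrolase directed probe; 0% = PME-1 with DMSO and 100% = wells lacking PME-1 enzyme; inhibitors block probe labeling so polarization falls and inhibition rises; many of its hits are not listed in these tables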
GRK2 aptamer HTS = compounds blocking aptamer binding on GRK2 – biochemical, human GRK2, bead flow cytometry, HTS, primary screen; inhibition of aptamer binding, % at 10 µM; FAM-aptamer displacement from GRK2; actives 0.59% (n = 330,000); Beta-adrenergic receptor kinase 1 (Homo sapiens), P25098;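 active means inhibition of aptamer binding above 40%, roughly 3 SD of noise, on plates passing a quality check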;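 further: median bead fluorescence of bound FAM aptamer so fluorescent compounds give negative values; no value below 0 was filed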
* = called active by the depositor; . = no result given. Only part of the results is shown; the hit share may differ from the screen's.

Values in the order: Fam108B inh, GLD-1 TGE inh, MEX-5 binding, Efflux pump inh, VLA-4 inh, PME-1 inh, GRK2 aptamer HTS, BCLXL inh, MCL1 BIM primary
- CN(C)S(=O)(=O)N1CCC(Oc2ccc(C(=O)NCC(C)(C)CO)cc2)CC1
  2.5, 3.7, -0.3, 0.1, -1.8, -6.1, 2.0, 2.3, 6.1
- Cc1nc2ccccc2c(=O)n1/N=C/c1ccc(O)cc1O
  2.9, -4.1, -1.2, 0.0, -1.0, -47.3, 3.0, 4.9, 9.5
- Cc1ccc(CNc2c(C=O)c(=O)[nH]c3ccccc23)cc1
  1.6, 10.9, 1.2, 0.0, 26.6, 4.2, 3.0, 2.5, 4.8
- COc1ccc(C2NC(=O)NC(C)=C2C(=O)Nc2cc(C)ccc2C)cc1OC (stereo unspecified)
  -0.3, -5.8, 2.3, 0.1, -7.1, 1.7, 0.0, -6.1, -8.1
- CC(C)(C)NC(=O)C1CCN(S(=O)(=O)c2cccc3nsnc23)CC1
  1.2, 1.6, 0.1, 0.1, 10.4, -2.3, 0.0, 0.1, -5.6
- CC1=C(CC[C@@H](C)CO)OC2CC3C4CCC5CC(O)CCC5(C)C4CC(=O)C3(C)C12 (stereo partly specified)
  -1.1, 5.8, -1.8, -0.2, -31.4, -17.0, 0.0, 4.1, 2.7
- CC(c1nc2ccccc2c(=O)[nH]1)N1CCOCC1 (stereo unspecified)
  1.0, -0.7, 1.0, 0.1, 12.7, -5.6, 0.0, 11.3, 0.2
- Cc1sc2nc(CC(=O)NN)[nH]c(=O)c2c1C
  -4.0, -4.7, 1.6, 0.1, -4.3, -13.9, 0.0, 7.6, 1.0
- CC(C)CC(OC(=O)c1nsc(Cl)c1Cl)C(=O)NCc1cccs1 (stereo unspecified)
  -6.5, -10.8, 0.8, 0.4, 7.4, -2.2, 12.0, -4.3, -5.2
- CC1=CSC2=NC(=O)/C(=C\c3cccn3-c3ccc([N+](=O)[O-])cc3)C(=N)N12
  0.9, 3.3, 1.3, 0.4, -13.0, -3.8, 0.0, 6.0, -0.2
- Cc1cc(C)c(NC(=O)/C(=C/c2ccccc2)c2ccccc2)c(C)c1
  -1.4, 6.8, 0.4, 0.2, 7.9, 0.8, 0.0, -3.9, -4.4
- S=c1[nH]nc(-c2ccccn2)n1/N=C/c1ccc(Cl)c(Cl)c1
  -0.1, 6.2, 0.5, -0.1, 17.8, 2.7, 0.0, -35.6, -12.9
- COc1ccc(C)cc1NC(=O)CSc1ccc(-c2sc(C)nc2C)nn1
  2.8, 7.5, 4.4, -0.2, -10.6, 4.1, 5.0, 28.1, 14.0
- Cc1ccc(NC(=O)CCc2ccc(S(=O)(=O)N3CCOCC3)cc2)c(O)c1
  ., 7.1, ., 0.0, 4.3, ., 0.0, ., .
- O=C(O)C1C2CC2CN1C(=O)c1ccc(Cl)cc1 (stereo unspecified)
  1.2, 2.3, -2.7, -0.1, -5.3, -1.1, 3.0, 9.8, 11.4
- O=C(Cn1nnc(-c2ccccc2)n1)N1CCN(S(=O)(=O)c2ccc(Cl)cc2)CC1
  0.4, -1.5, -1.0, 0.0, 0.7, 19.3, 0.0, 1.4, -2.6
- CC(C)CN(C(=O)COC(=O)C1=COCCO1)c1c(N)n(Cc2ccccc2)c(=O)[nH]c1=O
  -3.9, 0.3, 0.4, 0.1, 0.0, -0.2, 0.0, -10.1, -5.8
- O=C(NCc1ccncc1)c1cc2ccccc2nc1Cl
  4.6, -2.4, -0.8, 0.0, 4.8, 0.0, 0.0, 2.9, -2.4
- Cc1ccc(S(=O)(=O)N(CC(=O)N2CCC(C(N)=O)CC2)c2cccc(C(F)(F)F)c2)cc1
  -9.0, 1.0, 2.4, -0.2, -3.6, -1.2, 0.0, 3.2, -0.3
- Cc1ccc(S(=O)(=O)c2cc3c(=O)n4ccccc4nc3n(C3CCCC3)c2=N)cc1
  -17.7, 0.5, -4.1, 0.0, 0.2, -1.9, 0.0, -2.0, -5.2
- Cc1cccc(Nc2nnc(SCC(=O)N(C)C3CCS(=O)(=O)C3)s2)c1C (stereo unspecified)
  -1.7, -1.5, -1.3, -0.1, 10.9, -4.7, 0.0, 1.2, 1.8
- CC(C)c1ccc(OCc2ccc(C(=O)NN3CCN(C)CC3)o2)cc1
  1.2, 2.4, -0.4, -0.1, 8.1, 4.0, 0.0, 1.3, -2.6
- CC(=O)NCCn1c(SCc2ccc(C)cc2C)nc2ccccc2c1=O
  -7.1, 5.5, 0.9, 0.1, 6.5, 4.3, 0.0, 5.4, 1.7
- CCOC(=O)C1CCCN(S(=O)(=O)CCNC(=O)c2ccc3c(c2)OCO3)C1 (stereo unspecified)
  -7.4, 1.5, 5.2, 0.1, -16.7, -0.3, 0.0, 5.1, 2.3
- CC(C)(C)OC(=O)N[C@@H](COCc1ccccc1)C(=O)N[C@@H](CO)[C@H](O)[C@@H]1C[C@@H]1C(=O)N1CCCC1
  -2.7, 12.4, -1.4, 0.1, 30.8, -1.8, 1.0, 2.0, -2.0
- C[C@@H]1C=C(C(=O)NC2CC2)O[C@H](OCc2ccc(CO)cc2)C1
  2.3, -2.5, 0.7, -0.1, 1.3, 3.5, 0.0, 6.4, 11.6
- O=C(c1cc(F)ccc1F)C1CCCN(C(=O)c2ccc(F)cc2Cl)C1 (stereo unspecified)
  -1.5, 8.7, 1.6, 0.0, 7.7, 17.8, 0.0, 1.6, 0.8
- Cc1nn(Cc2ccc(Cl)c(Cl)c2)c(C)c1NC(=O)c1cn(-c2ccccc2)nc1-c1ccccc1
  -13.1, -2.1, -0.1, 0.1, -6.0, -19.2, 2.0, 1.3, 5.9
- COc1ccc(C(=O)NCC(c2cccnc2)N2CCN(c3ccc(F)cc3)CC2)cc1OC (stereo unspecified)
  -3.6, 3.0, ., -0.2, 16.4, -4.5, 0.0, 3.4, 7.5
- O=S(=O)(c1ccc(S(=O)(=O)N(Cc2ccccc2)Cc2ccco2)cc1)N1CCCC1
  0.9, -0.7, -1.9, 0.0, -0.2, 0.9, 3.0, 4.5, 4.6
- COC(=O)C1=C(O)/C(=C\c2ccc(OCC(=O)Nc3ccc(OC)cc3)cc2)N=C1C
  -2.1, 0.6, -1.9, -0.1, 10.3, -5.0, 0.0, 8.4, 6.8
- Cc1ccc(C(=O)NC(C)c2ccc(C)c(C)c2)s1 (stereo unspecified)
  2.3, 3.7, 2.7, 0.1, 22.6, -2.6, 0.0, 5.9, 4.2
- COc1ccc(C2NN=C(c3c[nH]c4ccccc34)C2O)cc1 (stereo unspecified)
  4.5, -33.2, -2.0, -1.3, -55.1, 5.2, 0.0, -23.0, -40.7
- CC1CCN(c2ccc(NC(=O)c3ccc(Br)o3)cc2)CC1
  4.8, 2.4, -4.1, -0.7, -0.9, -1.0, 0.0, 6.0, 4.6
- CC(C(=O)NCCc1nc2ccccc2[nH]1)n1cc([N+](=O)[O-])cn1 (stereo unspecified)
  -1.1, 5.5, -1.2, -0.1, 9.2, -2.3, 0.0, 0.4, 3.7
- Cc1cc(NC(=O)NC(=O)c2ccccc2F)no1
  -3.3, -3.5, -1.9, -0.2, 12.7, 4.5, 3.0, 2.9, 0.3
- CCOC(=O)c1c(NC(=O)c2c(C(=O)O)cccc2[N+](=O)[O-])sc(C)c1C
  -1.2, -11.2, 3.7, 0.1, 22.8, 3.5, 0.0, 0.6, -0.2
- COc1cc(-c2noc(C)c2C(=O)NCCO)cc(OC)c1OC
  5.3, 4.9, 1.3, -0.1, -8.2, 0.0, 0.0, 5.6, 3.4
- COC(=O)c1cccc(Nc2ncnc3sccc23)c1
  2.6, -4.9, 2.2, -0.3, 15.8, 2.5, 0.0, 7.4, 6.1
- CCOCCn1c(COc2ccc(C)cc2)nc2ccccc21
  0.7, 5.6, 3.1, -0.5, 3.9, -7.1, 1.0, 2.3, 1.0
- O=C(N/N=C/c1cc(Br)cc(Cl)c1O)c1ccc2c(c1)OCO2
  -3.5, -0.3, -1.5, -0.2, -4.5, -2.6, 0.0, -7.8, -0.2
- COc1ccc(/C=C/C(=O)Nc2ccc(-c3nnc4n3CCCCC4)cc2)c(OC)c1
  -7.9, -0.8, 2.6, 0.1, 11.3, 4.8, 0.0, -3.7, -2.7
- CCC(c1nnc(SCC(=O)Nc2ccc(C(N)=O)cc2)n1Cc1ccccc1)N(C)C (stereo unspecified)
  -1.5, 8.6, 0.5, 0.0, -4.4, 0.7, 22.0, 1.4, 4.5
- COc1oc(-c2ccccc2)nc1C(F)(F)F
  -4.3, -5.1, -0.4, -0.1, -15.6, -4.0, 0.0, 4.8, -2.5
- CC(C)C(NC(=O)c1ccco1)C(=O)OCC(=O)c1ccccc1 (stereo unspecified)
  0.2, 2.4, 0.3, -0.1, -1.8, 0.3, 0.0, -2.3, -9.0
- COc1cc(CC(=O)NNC(=O)c2cc(C)oc2C)cc(OC)c1OC
  -2.3, 1.3, -2.8, 0.0, -1.5, -0.2, 0.0, -4.0, -10.3
- COc1cc(/C=C2/C(=O)N(c3ccccc3)N=C2C)ccc1OS(=O)(=O)c1ccccc1
  10.2, 4.2, 1.0, -0.1, 12.2, 12.8, 0.0, 6.0, 5.3
- Cc1ccc(-c2csc(Cc3nc(-c4ccc5c(c4)CCC(=O)N5)cs3)n2)cc1
  -0.2, 11.1, 2.0, 0.2, -245.0, -13.7, 0.0, 9.8, 7.5
- COc1cc(-c2nnc(COC(=O)c3ccc(C)o3)o2)cc(OC)c1OC
  ., 2.7, ., 0.0, 33.1, -2.7, 16.0, 0.6, 4.0
- C/C(=N\NC(=O)c1ccc(F)cc1)c1ccc(NC(=O)Cc2ccccc2)cc1
  -5.5, -1.5, 0.0, 0.0, 9.3, 3.7, 4.0, 3.6, 8.1
- O=C(NCCOc1cccc2cccnc12)c1cccs1
  2.8, 3.9, 0.4, -0.1, 2.3, -0.6, 0.0, -1.9, 0.5
- COC(=O)CCC(=O)OC1(C)C(=O)C=C2C=C(C3CC3)N(C3CCCCC3)C=C2C1=O (stereo unspecified)
  -1.2, 5.7, -4.5, 0.0, 6.8, 3.9, 4.0, 6.5, 3.5
- COC(=O)C1=C(SC)N(c2ccc(OC)cc2)C(c2ccccc2)CC1=O (stereo unspecified)
  -1.3, 4.7, 2.8, -0.1, 5.5, -5.3, 1.0, 0.6, 6.5
- COc1ccc(S(=O)(=O)NCC2CCCN(Cc3cccc(C(C)=O)c3)C2)cc1 (stereo unspecified)
  -2.0, -6.9, 10.0, -0.1, 9.0, 2.5, 0.0, -7.0, -3.7
- CCC(C)Sc1ccc([C@H]2N[C@@](C)(C(=O)OC)[C@H]3C(=O)N(C)C(=O)[C@@H]23)cc1 (stereo partly specified)
  ., 1.2, ., -0.1, 12.8, ., 0.0, ., .
- COc1ccccc1Oc1cc(F)nc(N)n1
  2.5, 6.4, -0.2, -0.1, -2.7, 3.5, 0.0, 0.2, -0.3
- O=C(/C=C/c1ccccc1Br)c1ccc2c(c1)OCO2
  -12.2, -3.0, -0.9, 0.5, 5.8, 0.1, 1.0, -0.9, 4.8
